Screens (PubChem)
GAA spleen mod: lysosomal alpha-glucosidase (human) modulation; P10253; human spleen homogenate, 4-MU-alpha-glucoside fluorescence; Potency, µM (highest dose often 79.9 µM), without a hit: at the highest dose activity change, negative = inhibition, hits mostly inhibitors; actives 0.006% (n = 240,000);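 note: 0% = enzyme with vehicle and -100% = no enzyme basal signal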
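Compounds were titrated against alpha-glucosidase in spleen homogenate at pH 5.0, with 1 mM 4-methylumbelliferyl substrate for 40 min at 37 C. Reactions were quenched with pH 10 NaOH/glycine and fluorescence measured.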
IMPase Li inh: membrane-permeable IMPase blocker, potentiated with lithium; actives 0.35% (n = 210,000); CHO-M1 cells, IP1 TR-FRET (IP-One), carbachol + lithium; AID 1457; Potency, µM (highest dose often 59.4 µM), for the others: top-dose activity, negative = IMPase inhibition, usual class: inhibitors;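 note: IP1 builds up when IMPase is blocked and the TR-FRET signal falls; plate controls were basal vehicle for no effect and high inhibitor control for full effect; nearly all actives have a fitted effect of over 50% in size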
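Readout is a homogeneous TR-FRET IP1 immunoassay (Ex 320, Em 665 and 620), where raised cytosolic IP1 lowers signal. Cells were CHO-M1 treated 30 min at 37C with test compounds plus a little lithium; AC50 values came from Hill-equation fitting.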
GAA glycogen mod: inhibitors or activators of human alpha-glucosidase glycogen cleavage; P10253; recombinant GAA, glycogen substrate, Amplex Red glucose oxidase fluorescence; Potency, µM (doses to about 76.4 µM), inactives show at the top dose activity change, negative = inhibition, hits mostly inhibitors; actives 0.38% (n = 300,000);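 note: 0% = full enzyme reaction and -100% = no-enzyme basal signal; the screen sought inhibitors and activators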
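Natural-substrate format: glycogen cleavage by 4 nM human enzyme, glucose read by Amplex Red coupling (Ex 573, Em 610 nm). Normalized to enzyme and no-enzyme controls.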
GAA inhib: alpha-glucosidase (human) inhibition; actives 0.005% (n = 200,000); Potency, µM (doses to about 76.9 µM), for the others: at the highest dose activity change, negative = inhibition, actives largely listed as inhibitors; purified human GAA, 4-MU-alpha-glucoside fluorescence; AID 1466;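 note: plate controls were uninhibited enzyme wells for no effect and no-enzyme background for full effect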
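qHTS format, compound range up to 77 uM. Human lysosomal enzyme at 4 nM, 400 uM 4-MU glucoside substrate, pH 5.0, 20 min room temperature; fluorescence after alkaline stop gives activity normalized to controls.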
HTT aggregate: reduces HttQ103-GFP aggregates in PC12 cells. Potency, µM (top dose mostly 46.1 µM), for the others: top-dose activity change, negative = inhibition, hits mostly inhibitors. PC12 HttQ103-GFP aggregates, Acumen cytometry, 40 h. actives 1.1% (n = 220,000); note: % is set by controls: 0 for no effect and ±100 for the full control effect; nearly all actives have a fitted effect of over 60% in size
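Steps: seed 1500 PC12 HTTQ103-GFP cells/well; add tebufenozide, 100 nM final; add compound titration; add ATPLite reagent; quantify GFP aggregates by laser scanning cytometry.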
HTT cytoprotect: protects HTT-Q103 PC12 cells, measured by ATP. PC12 HTT-Q103 induced, cytoprotection, ATP luminescence, 40 h. actives 0.14% (n = 230,000). Potency, µM (titrated, usually from 56.4 µM), inactives show cytoprotection (ATP increase), most hits filed as activators;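 note: % of control where 0% means no effect; nearly all actives have a fitted effect of over 45% in size; toxic huntingtin expression switched on by the ecdysone agonist tebufenozide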
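Compounds were screened for protection of PC12 cells against cell death after tebufenozide induction (100 nM final) of mutant Huntingtin exon 1 (Q103) fused to GFP.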
GoLoco inh red: inhibitors of human Gai1-RGS12 GoLoco interaction (red fluorophore). P63096. Gai1:RGS12 GoLoco peptide FP, rhodamine, 10 min. Potency, µM (doses to about 61.6 µM), without a hit: top-dose activity, negative = inhibition, hits mostly inhibitors. actives 0.44% (n = 230,000); active = well fitted inhibition curve with a large enough effect, not every such curve was filed as active; inactive = no such curve, though single readings can be large or run the other way; note: % is set by controls: 0 for no effect and ±100 for the full control effect; nearly all actives have a fitted effect of over 30% in size; many of its hits are not listed in these tables
Target sequence (P63096 whole entry, looked up): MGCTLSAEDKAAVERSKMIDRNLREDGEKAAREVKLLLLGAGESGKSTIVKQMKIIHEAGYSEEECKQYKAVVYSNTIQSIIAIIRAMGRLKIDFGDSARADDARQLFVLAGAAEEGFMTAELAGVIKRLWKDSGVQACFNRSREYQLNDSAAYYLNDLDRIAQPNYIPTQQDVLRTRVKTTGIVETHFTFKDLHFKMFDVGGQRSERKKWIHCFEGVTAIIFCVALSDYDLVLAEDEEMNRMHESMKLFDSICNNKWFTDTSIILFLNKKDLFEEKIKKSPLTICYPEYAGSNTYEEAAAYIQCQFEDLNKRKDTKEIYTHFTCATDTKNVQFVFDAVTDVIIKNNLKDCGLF
Active calls of the source: *; u = inconclusive; x = not tested or not shown; & = joins results of further samples; [ ] = remark or other dose. Unless noted, calls come from the whole dose curve; as a rule, active = well fitted curve in the direction sought with a large enough effect; inconclusive = small, poorly fitted or top-dose-only effect, or another doubt; inactive = no such curve, though single readings can be large; an effect the other way counts as inactive or inconclusive. Potency is the fitted concentration of half-maximal effect. Some of the compounds tested. The share of hits here may be higher or lower than overall.

SMILES	GAA spleen mod	IMPase Li inh	GAA glycogen mod	GAA inhib	HTT aggregate	HTT cytoprotect	GoLoco inh red
NC(=O)CSc1nnc2ccc(-c3ccco3)nn12	0%	-8%	0%	4%	18%	-32%	15%
CCOC(=O)c1ccccc1NC(=O)CN(c1ccccc1OC)S(C)(=O)=O	3%	15%[38.3 µM]	1%	5%	4%	-4%	4%
O=C1S/C(=C\c2ccc(N3CCOCC3)o2)C(=O)N1Cc1ccc(F)cc1	-3%	13%[38.3 µM]	-1%	-10%	7%	-31%	14%
Cc1c(C(=O)N2CCCc3ccccc32)sc2nc(-c3ccccc3)cn12	1%	x	4%	x	21%[9.22 µM]	-29%[10 µM]	-16%
C(=C/c1ccnc2nc(SC/C=C/c3ccccc3)nn12)/c1ccccc1	1%	32%[activator][38.3 µM]	-7%	-12%	26%	1%	18%
O=C(Nc1nnc(SCc2ccccc2)s1)c1ccco1	2%	-6%[38.3 µM]	1%	u	14%	-9%	-2%
Cc1ccc(NC(=O)c2c(Cl)nc3ccccn23)cc1	3%	-5%	u	8%	-8%	-42%[inhibitor]	-3%
Nc1c(S(=O)(=O)c2ccccc2)c2nc3ccccc3nc2n1C1CC1	2%	10%	8%	u	-1%	-28%	2%
CC(=O)Nc1c(S(=O)(=O)c2ccccc2)c2nc3ccccc3nc2n1Cc1ccccc1	27%	-13%[38.3 µM]	-3%	x	-1%	-8%	5%
Cc1cc(C)c(S(=O)(=O)Nc2nnc(C)s2)c(C)c1	-6%	-3%[38.3 µM]	2%	-1%	-7%	-5%	-5%
Oc1cccc(NC(=S)N=Nc2c(O)[nH]c3ccc(Br)cc23)c1	-8%	x	-24%	x	24%[9.22 µM]	32%[10 µM]	4%
Cc1cc(/C=N/NC(=O)c2ccc(CN3CCOCC3)cc2)c(C)n1-c1ccccc1	-9%	12%	3%	-3%	1%	0%[10 µM]	11%
N#CCCN1CCN(S(=O)(=O)c2ccc(C#N)cc2)CC1	-3%	-1%[38.3 µM]	3%	-2%	7%	-5%	6%
O=C(NCc1ccc2c(c1)OCO2)C1(S(=O)(=O)c2ccccc2)CC1	-4%	5%	1%	2%	0%	5%[10 µM]	-8%
O=C(CCCCCN1C(=O)c2ccccc2C1=O)NCCc1nc2ccccc2[nH]1	3%	13%[38.3 µM]	-4%	9%[15.4 µM]	10%	-15%	0%
Cc1c(C(=O)N2CCCCC2)sc(NC(=O)c2ccco2)c1C#N	-6%	5%	-4%	-1%	-26%	-8%[10 µM]	-7%
COc1ccc(-c2cn3cccnc3n2)cc1Br	u	-7%	7%	u	-15%	-7%[10 µM]	13%
CC(C)(C)c1cc(NC(=O)c2ccc(OC3CCCC3)cc2)no1	-8%	11%	-10%	-5%	12%	x	-2%
CC1(c2ccc(OC(F)F)cc2)NC(=O)N(CC(=O)NC2CCCCC2)C1=O (stereo not drawn)	0%	3%[38.3 µM]	-10%	-5%	5%	0%	-1%
CCCOC(=O)c1ccc(Nc2cc(C)nc3ncnn23)cc1	-6%	-13%[38.3 µM]	-9%	-1%	u	-3%	-8%
CCCN(CCC)C(=S)NC(=O)c1ccc(-c2ccccc2)cc1	-1%	6%	-5%	u	u	15%[10 µM]	-3%
O=C(NNC(=S)NC(=O)c1ccccc1[N+](=O)[O-])c1ccccc1Cl	2%	-7%	-5%	-15%	-25%	x	2%
O=C(Cn1cc(/C=N/NC(=O)c2ccccc2Br)c2ccccc21)Nc1ccc(F)cc1	-4%	4%	8%	-4%	4%	-11%[10 µM]	5%
O=C(CCCn1c(=O)[nH]c2ccccc2c1=O)NC1CCCCCC1	-4%	11%[38.3 µM]	0%	-1%	-10%	-14%[10 µM]	-12%
CN(C)S(=O)(=O)c1cccc(NC(=S)N/N=C/C(c2ccccc2)c2ccccc2)c1	-1%	0%	-1%	-2%	20%	2%[10 µM]	1%
Carrying on:
SMILES	GAA spleen mod	IMPase Li inh	GAA glycogen mod	GAA inhib	HTT aggregate	HTT cytoprotect	GoLoco inh red
CCC(c1nnnn1Cc1ccc2c(c1)OCO2)N1CCN(c2ccc(OC)cc2)CC1 (stereo not drawn)	-1%	3%[38.3 µM]	1%	-16%	-18%	-11%[10 µM]	-2%
COc1ccc(OCc2nnc(SCC(=O)c3c(N)n(C)c(=O)n(C)c3=O)n2-c2ccccc2F)cc1	-2%	8%	13%	-13%	8%[9.22 µM]	-16%[1.9 µM]	1%
Fc1ccc(-c2nnc(SCc3ncc(-c4ccccc4)o3)n2CC2CCCO2)cc1 (stereo not drawn)	1%	0%[38.3 µM]	-10%	-3%	2%	-2%	6%
CC(OC(=O)c1ccco1)C(=O)NCc1cccs1 (stereo not drawn)	-2%	11%	-14%	-8%	-17%	-2%[1.9 µM]	2%
Cc1cc(C)nc(NNC(=O)NC2CCCCC2)n1	-4%	u	-27%	2%	u	-49%[inhibitor]	-17%
O=C(CC1C(=O)NCCN1Cc1cccc(Oc2ccccc2)c1)NCCCn1cccn1 (stereo not drawn)	1%	6%	0%	x	12%[9.22 µM]	38%[10 µM]	-14%
COC(=O)[C@@H]1C[C@@H]2CC[C@@H](O)C[C@@H]2N1Cc1ccccc1OS(=O)(=O)c1ccc(C)cc1	5%&3%	2%	-7%	x	u	-9%	103%&109%[activator]
CCNS(=O)(=O)c1ccc2nc(NC(=O)c3cccnc3)sc2c1	-16%	-6%[38.3 µM]	0%	-4%	11%	-58%[inhibitor][0.074 µM]	-4%
CC(C)CC1c2[nH]c3ccccc3c2CCN1C(=O)CCC(=O)N(C)C (stereo not drawn)	-15%	8%	4%	-9%[15.4 µM]	37%[9.22 µM]	28%[10 µM]	17%
Cc1ccc(C(=O)NCC(=O)NC2CCCC2)cc1	3%	4%	4%	7%	17%	10%[10 µM]	6%
Cc1ccc(SCCn2nc(C(=O)O)c3ccccc3c2=O)cc1	3%	6%	-6%	-5%	14%	x	8%
COc1cccc(N2CCN(c3ncnc4c3[nH]c3ccccc34)CC2C)c1 (stereo not drawn)	-1%	10%	-14%	1%	11µM*	-8%[10 µM]	5%
N#Cc1cnn2c1nc(N1CCCCC1)c1ccccc12	2%	-12%[38.3 µM]	6%	2%	-4%	-49%[inhibitor]	6%
Oc1ccccc1CNc1ccc(Br)cn1	-4%	-1%[38.3 µM]	24%	1%	-29%	-17%	10%
Cc1cc(=O)oc2cc(Oc3ncccc3[N+](=O)[O-])ccc12	6%	2%	4%	u	5%	-20%	2%
CC(C)CCNC(=O)NC(=O)COC(=O)/C=C/c1cc(Br)ccc1F	2%	4%	3%	6%	6%	-37%[inhibitor]	-11%
Cc1ccc(O)c(NC(=O)C2CC(c3c(F)cccc3Cl)=NO2)c1 (stereo not drawn)	2%	0%[38.3 µM]	u	-7%	-1%	u	9%
CCCCNC(=S)NNC(=O)c1csc(C)c1	-2%	11%	-24%	-11%	2%	19%[10 µM]	-5%
CSc1ccccc1NC(=O)CN(C)C(C)C(=O)Nc1ccc(C#N)cc1 (stereo not drawn)	-1%	-2%	-3%	-4%	1%	-41%[inhibitor]	17%
O=C(CCCCCCCCCCC(=O)NCc1cccnc1)NCc1cccnc1	6%	x	4%	x	7%[9.22 µM]	3%[10 µM]	3%
CC(C)N(C(=O)COc1ccc(Br)cc1Cl)C(C)C	-5%	-1%[38.3 µM]	-5%	1%	-21%	1%	10%
CCOC(=O)N1C=CC(C)=C[C@@H]2[C@@H](N3C(=O)c4ccccc4C3=O)C(=O)N21	1%	1%	1%	3%	11%	x	6%
Nn1c(Cc2cccc3ccccc23)nnc1SCC(=O)N1CC(=O)Nc2ccccc21	13%	34%[activator][38.3 µM]	-5%	-4%	-2%[9.22 µM]	10%	-2%
CC(/C=C/c1ccccc1)=N\NC(N)=S	-10%	-1%[38.3 µM]	-20%	u	31%	u	3%
COc1ccc(-c2[nH]c3ccccc3c2SCCNC(=O)c2ccccc2)cc1	-2%	22%	-7%	5%	12%	x	7%

Another view of part of the listing above:
Structure: CCNS(=O)(=O)c1ccc2nc(NC(=O)c3cccnc3)sc2c1
  GAA spleen mod: -16%
  IMPase Li inh: -6%[38.3 µM]
  GAA glycogen mod: 0%
  GAA inhib: -4%
  HTT aggregate: 11%
  HTT cytoprotect: -58%[inhibitor][0.074 µM]
  GoLoco inh red: -4%
Structure: CC(C)CC1c2[nH]c3ccccc3c2CCN1C(=O)CCC(=O)N(C)C (stereo not drawn)
  GAA spleen mod: -15%
  IMPase Li inh: 8%
  GAA glycogen mod: 4%
  GAA inhib: -9%[15.4 µM]
  HTT aggregate: 37%[9.22 µM]
  HTT cytoprotect: 28%[10 µM]
  GoLoco inh red: 17%
Structure: Cc1ccc(C(=O)NCC(=O)NC2CCCC2)cc1
  GAA spleen mod: 3%
  IMPase Li inh: 4%
  GAA glycogen mod: 4%
  GAA inhib: 7%
  HTT aggregate: 17%
  HTT cytoprotect: 10%[10 µM]
  GoLoco inh red: 6%
Structure: Cc1ccc(SCCn2nc(C(=O)O)c3ccccc3c2=O)cc1
  GAA spleen mod: 3%
  IMPase Li inh: 6%
  GAA glycogen mod: -6%
  GAA inhib: -5%
  HTT aggregate: 14%
  HTT cytoprotect: x
  GoLoco inh red: 8%

(more compounds)
SMILES	GAA spleen mod	IMPase Li inh	GAA glycogen mod	GAA inhib	HTT aggregate	HTT cytoprotect	GoLoco inh red
O=C1c2ccccc2C(=O)N1CCC(O)C[N+](=O)[O-] (stereo not drawn)	1%	2%	5%	0%	3%	-7%	0%
COc1ccc(C2=CC(c3c(C)nn(-c4ccccc4)c3Cl)n3nnnc3N2)cc1OC (stereo not drawn)	3%	17%[38.3 µM]	-11%	-7%	12%	-44%[inhibitor]	11%
CSc1nc2c(c(=O)[nH]1)C(c1ccc(Cl)cc1)CC(=O)N2 (stereo not drawn)	2%	-9%	-1%	-1%	4%	-20%	2%
CC(C)(C)C(=O)NC1(C(F)(F)F)NC(=O)N(c2ccc(F)cc2)C1=O (stereo not drawn)	-2%	-5%	-5%	13%	19%	-20%	-2%
COc1cccc(Cn2nnc(C(=O)Nc3cc(Cl)ccc3OC)c2N)c1	4%	1%[38.3 µM]	-2%	-8%	-7%	-23%	11%
C/C(CC(=O)Nc1ccccc1)=N\NC(=O)COc1ccc(C)cc1Br	x	u	-2%	1%	-9%	-17%	9%
Cc1cccc(C(=O)Nc2ccc(C(=O)/C=C/c3cccs3)cc2)c1	-5%	19%[38.3 µM]	6%	-10%	-29%	-54%[inhibitor]	-2%
Cc1ccc(OCC(=O)Nc2ccc(Cl)cc2)c(-n2nc3ccccc3n2)c1	-5%	u	0%	2%	29%	11%	8%
CC1=C(c2ccc(F)cc2)[N+](=O)C(C)(C)N1[O-]	-4%	-9%	3%	u	14%[9.22 µM]	-11%[10 µM]	27%
CC(C)(C)c1ccc(OCCNC(=S)Nc2ccccc2)cc1	14%	0%	-16%	12%	-12%	26%[10 µM]	-35%
O=C(O)CCCCCn1c(SCc2cc(=O)n3ccccc3n2)nc2ccsc2c1=O	-1%	-6%	3%	5%	3%	x	1%
